EPAC1 ag = activates human EPAC1 exchange factor; O95398; EPAC1 agonist qHTS, biochemical assay; response scale: 100% = response to 6.5 mM cAMP; Potency, µM (titrated, usually from 154 µM), inactives show at the top dose activation, hits mostly activators; actives 0.073% (n = 360,000); also: potency is read from the fitted curve at half-maximal effect; nearly all actives have a fitted effect of over 60% in size
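Fluorescent GDP-exchange assay: 100 nM EPAC1 with 250 nM Rap1B preloaded with BODIPY-GDP and 50 uM GDP; compounds tested as concentration series, 5 min at room temperature, then read every 5 min for 30 min (ex 480/em 540 nm); normalized to 6.5 mM cAMP.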
PLK1 PBD block = inhibitors of human PLK1 polo-box domain binding; P53350; Plk1 PBD binding of FITC phosphopeptide, fluorescence polarization; Potency, µM, for the others: max response, negative = inhibition, hits mostly inhibitors; actives 2.8% (n = 360,000); AID 720504; also: potency is read from the fitted curve at half-maximal effect; series mostly up to about 57 µM; % is scaled to controls: 0 for no effect and ±100 for the full control effect; nearly all actives have a fitted effect of over 65% in size
IL-2 act = IL-2 activation | IL-2 activation reporter assay, cell-based qHTS; stimulated with anti-CD3/CD4/CD28 beads; in transgenic mouse T cells | activation, % (series mostly up to about 46 µM) | actives 0.065% (n = 360,000) | AID 652025; in the data active = activation above about 50%; inconclusive = mostly about 30% to 49%; also: 0% is about no effect
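First, unstimulated transgenic mouse T cells were exposed to compound for 60 min. Next, anti-CD3/anti-CD4-coated beads with anti-CD28 were added. Finally, after 18 h at 37 degrees C, EGFP and DsRed were imaged.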
EPAC1 antagonist = EPAC1 (human) antagonism; O95398; AID 720709; EPAC1 GEF assay, Rap1b-BODIPY-GDP exchange fluorescence; actives 0.14% (n = 360,000); Potency, µM (doses to about 115 µM), without a hit: top-dose activity change, negative = inhibition, actives largely listed as inhibitors;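 also: potency is read from the fitted curve at half-maximal effect; plate controls were vehicle for no effect and positive control for full effect; nearly all actives have a fitted effect of over 50% in size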
GLP1R cytotox = cytotoxic in the GLP-1 receptor inverse agonist counter-screen; AID 624418; actives 0.13% (n = 410,000); Potency, µM (doses to about 38.3 µM), for inactives: at the top dose activity change, negative = inhibition, actives largely listed as inhibitors; HEK293 cAMP-luciferase reporter cells, luminescence, 24 h;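 also: loss of luciferase light is scored as toxicity; potency is read from the fitted curve at half-maximal effect; % is scaled to controls: 0 for no effect and ±100 for the full control effect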
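Step one: seed cells (200 cells/uL, DMEM with 10% Nu serum, 1% pen-strep). Step two: 12-hour incubation at 37 deg C. Step three: pin 23 nL compound, incubate 24 hr. Step four: add luciferase reagent, read luminescence 12 min later.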
GLP1R ag = GLP-1 receptor (human) agonism | actives 0.007% (n = 380,000) | AID 624172 | P43220 | Potency, µM (top dose mostly 45.6 µM), without a hit: at the highest dose activation, hits mostly activators | HEK293 GLP-1R CRE-luciferase, luminescence, 4-6 h; cells express a hypersensitive GLP-1R form; also: potency is read from the fitted curve at half-maximal effect; % of control where 0% means no effect
PTHR1 agonist = activates the human parathyroid hormone receptor PTHR1. Potency, µM (series often up to 115 µM), for the others: top-dose activation, most hits filed as activators. HEK293 GP2 PTHR1 cells, GloSensor cAMP luminescence, 1 h. actives 0.075% (n = 410,000); also: potency is read from the fitted curve at half-maximal effect; nearly all actives have a fitted effect of over 55% in size; some results filed as inactive show a strong effect at the top dose; inactives centre near -15; many of its hits are not listed in these tables
Target sequence (Q03431 whole entry, looked up): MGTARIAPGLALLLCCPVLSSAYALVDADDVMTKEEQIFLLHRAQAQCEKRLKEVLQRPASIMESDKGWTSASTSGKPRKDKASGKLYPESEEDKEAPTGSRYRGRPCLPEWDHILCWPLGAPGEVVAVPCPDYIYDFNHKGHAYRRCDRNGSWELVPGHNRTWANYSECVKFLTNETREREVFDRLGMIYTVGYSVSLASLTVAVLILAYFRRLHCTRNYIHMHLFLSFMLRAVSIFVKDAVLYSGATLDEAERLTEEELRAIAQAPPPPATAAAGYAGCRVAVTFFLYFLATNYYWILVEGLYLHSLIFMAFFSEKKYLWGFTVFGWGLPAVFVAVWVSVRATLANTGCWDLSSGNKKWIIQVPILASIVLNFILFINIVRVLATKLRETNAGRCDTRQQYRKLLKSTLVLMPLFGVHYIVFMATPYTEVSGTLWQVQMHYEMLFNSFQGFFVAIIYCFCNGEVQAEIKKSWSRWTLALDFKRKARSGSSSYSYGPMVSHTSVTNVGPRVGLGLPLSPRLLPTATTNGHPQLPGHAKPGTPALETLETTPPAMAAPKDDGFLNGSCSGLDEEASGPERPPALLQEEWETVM
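HEK-293-derived GP2 cells expressing PTHR1 and a GloSensor cAMP reporter, 3,000/well, plated overnight, given luciferin plus IBMX (each 0.5 mM as added) for 1 h at 37 °C, then compound for 1 h at 37 °C. Luminescence was read after 15 min at room temperature.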
GLP-1R inv ag = inverse agonists of human GLP-1 receptor; Potency, µM (doses to about 38.3 µM), inactives show at the top dose activity change, negative = inhibition, most hits filed as inhibitors; P43220; HEK293 GLP-1R CRE-luciferase, luminescence, 24 h; GLP-1R form is constitutively active; AID 624417; actives 1.6% (n = 410,000); also: potency is read from the fitted curve at half-maximal effect; % is scaled to controls: 0 for no effect and ±100 for the full control effect; nearly all actives have a fitted effect of over 55% in size
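Seeding at 200 cells/uL, 12 h culture, 24 hr compound treatment, then luciferase reagent and a luminescence read; cells are HEK293 stably expressing a constitutively active GLP-1R plus cAMP-responsive luciferase.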
PI5P4K alpha inh = inhibitors of human PI5P4K alpha | AID 652105 | PI5P4Kalpha enzyme, ADP-Glo luminescence, 60 min; active compounds read low | actives 1.2% (n = 330,000) | max response, % | P48426; active = max response of -50% or lower; inconclusive = between -30% and -50%; inactive = -30% or higher; also: value at the top dose of about 77 µM; % is scaled to controls: 0 for no effect and ±100 for the full control effect
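qHTS, 1536-well: enzyme/substrate mix, compound by pin tool, 5 microM ATP final; RT 60 min; ADP-Glo reagents 1 (45 min) then 2 (30 min); luminescence.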
An asterisk follows results filed as active; i = inactive; ? = inconclusive; · = no result given; [ ] = another dose, or the depositor's remark. Unless noted, calls follow the shape of the dose curve; as a rule, active = well fitted curve in the direction sought with a large enough effect; inconclusive = small, poorly fitted or top-dose-only effect, or another doubt; inactive = no such curve, though single readings can be large; an effect the other way counts as inactive or inconclusive. This is a subset; the hit share may differ from the screen's.

SMILES | EPAC1 ag | PLK1 PBD block | IL-2 act | EPAC1 antagonist | GLP1R cytotox | GLP1R ag | PTHR1 agonist | GLP-1R inv ag | PI5P4K alpha inh
CCOc1ccc(CN(C)CC(=O)Nc2ccccc2C(=O)NC2CC2)cc1 | -3% | -2% | -3.6 | -1% | 2% | 6% | -29% | ? | -4
Oc1ccc2c(c1)c1c3n2CCNC3CCC1 (configuration not stated) | 5% | -4% | -1.3 | -24% | 6% | 3% | i | 10% | 3
CCCOc1ccc2oc(=O)c3c(c2c1)CCCN3C(=O)CN(C)Cc1ccccc1 | 20% | -8% | -0.3 | -26% | -14% | 2% | -20% | ? | -2
O=C(COC(=O)c1cc[n+]([O-])cc1)Nc1c(Cl)cccc1C(F)(F)F | -2% | 3% | 0.6 | -9% | -14% | -6% | -13% | 2% | 3
CC(C)CCNC(=O)c1ccc(Cn2c(SCC(N)=O)nc3ccccc3c2=O)cc1 | · | · | · | · | 6% | 21% | -3% | 27% | ·
Cc1cc2n(n1)SC(Nc1cc(Cl)ccc1Cl)N2 (configuration not stated) | 6% | -27% | 2.6 | 7% | ? | 3% | i | ? | ·
O=C(NC12CC3CC(CC(C3)C1)C2)N1CCN(C2CCCCC2)CC1 | -13% | -7% | 1.7 | 2% | -1% | -2% | -3% | -19% | -11
NC(=O)C1CCN(c2nc(C3CC3)nc3c2nnn3Cc2ccccc2Cl)CC1 | 2% | -4% | -0.7 | 5% | -21% | 8% | -24%[57.5 µM] | -13% | ·
NC(=O)CCC1NC(=S)N(Cc2ccccc2)C1=O (configuration not stated) | 4% | -9% | 0.8 | -2% | -7% | -5% | -22% | 2% | -5
O=C(OCCN(C1=NS(=O)(=O)c2ccccc21)c1ccc(Cl)cc1)c1ccco1 | 2% | -2% | -0.7 | -9% | -15% | 10% | i | -14% | 5
Cn1c(CC(=O)Nc2ccccc2Cl)nnc1SCC(=O)NC1=NCCS1 | -5% | 2% | -4.5 | -4% | -1% | 2% | i | -21% | 3
O=C(N/N=C/c1ccc(N2CCOCC2)cc1)c1ccc(NS(=O)(=O)c2cccs2)cc1 | 5% | ? | 2.9 | -8% | -2% | 5% | -5% | 0% | 9
O=CNC(Cc1ccccc1)C(=O)O (configuration not stated) | 0% | -15% | 0.0 | 0% | -4% | -11% | -4%[57.5 µM] | 5% | -1
COc1ccc(/C(N)=N/OC(=O)CSc2ccc(C)cc2)cc1OC | 17% | 0% | -1.0 | -6% | 1% | 22% | 9%[57.5 µM] | 0% | ·
O=C(CSc1nnc(NC(=O)c2ccc(F)cc2F)s1)NC1CCCC1 | -2% | 2% | -2.2 | -7% | -20% | 34% | -8% | -4% | 0
CCc1nnc(NC(=O)c2cccc(S(=O)(=O)N3CCN(C)CC3)c2)s1 | 9% | -10% | 0.8 | 8% | -10% | 6% | -3% | 11% | -14
COCCNC(=O)CN1C(=O)c2cccc3cccc1c23 | 1% | -5% | 0.7 | 0% | 16% | -7% | i | 10% | 0
Nc1nnc(SCC(=O)c2ccc3c(c2)NC(=O)CO3)s1 | 3% | -26% | 2.0 | -6% | -7% | 3% | i | 10% | -25
Cc1nn(-c2ccccn2)c2c1C(c1ccsc1)C1=C(CCCC1=O)N2 (configuration not stated) | -1% | -5% | 2.3 | -11% | 8% | 19% | -13% | 9% | -7
O=C(COC(=O)Cc1ccc(Br)cc1)NCc1ccc(F)cc1 | -1% | -9% | -2.6 | 4% | -2% | 7% | i | -7% | 8
